Gli-Sufu antag – Gli-Sufu pathway antagonism | Sufu-KO-LIGHT fibroblasts, Gli luciferase reporter luminescence | AID 588413 | 0.74% of 340,000 active | inhibition, % at 5 µM;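 active = inhibition above about 55%, limit read from the data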;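 note: 0% = DMSO-treated cells and 100% = wells with medium but no cells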
APOBEC3A inh – inhibitors of human APOBEC3A DNA deaminase; inhibition, % at 20 µM; P31941; 0.41% of 330,000 active; recombinant A3A, FAM/TAMRA ssDNA deamination fluorescence; AID 493011;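 active = at least 40% inhibition at 20 µM here, with at most 30% in a related deaminase screen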;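 note: plate controls were A3A with DMSO for no effect and wells lacking A3A enzyme for full effect; some results filed as inactive read as strong as hits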
CCR6 antag – antagonists of human CCR6 receptor. P51684. inhibition, % at 20 µM. 0.49% of 340,000 active. CHO-K1 CCR6 PathHunter beta-arrestin, luminescence, CCL20-stimulated. AID 493098;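 active = compounds whose inhibition of the agonist-driven luminescence signal at 20 µM reaches about 50%, limit read from the data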;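 note: cells stimulated with CCL20 at 14 nM final; plate controls were DMSO with CCL20 for no effect and DMSO without agonist for full effect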
Target sequence (P51684 whole entry, looked up): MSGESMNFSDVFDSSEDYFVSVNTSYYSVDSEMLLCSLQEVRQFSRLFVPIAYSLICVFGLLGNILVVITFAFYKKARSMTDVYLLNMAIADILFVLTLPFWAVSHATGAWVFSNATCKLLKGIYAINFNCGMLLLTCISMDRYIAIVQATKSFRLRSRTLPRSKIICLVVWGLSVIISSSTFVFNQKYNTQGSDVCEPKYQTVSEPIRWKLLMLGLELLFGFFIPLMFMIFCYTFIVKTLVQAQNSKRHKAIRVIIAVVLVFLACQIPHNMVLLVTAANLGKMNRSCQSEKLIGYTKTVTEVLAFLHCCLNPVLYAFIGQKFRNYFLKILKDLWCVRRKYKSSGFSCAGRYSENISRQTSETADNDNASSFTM
APOBEC3G inh – inhibitors of human APOBEC3G DNA deaminase; inhibition, % at 20 µM; 0.28% of 330,000 active; recombinant A3G, ssDNA deamination FAM/TAMRA fluorescence; Q9HC16;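 active = inhibition of at least 40% at 20 µM, with no more than 30% in the related APOBEC3A deaminase screen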;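 note: plate controls were DMSO wells with A3G for no effect and wells lacking A3G enzyme for full effect; some compounds called inactive have numbers as strong as hits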
EBI2 antag – antagonists of human EBI2 receptor. inhibition, % at 5 µM. 0.81% of 360,000 active. EBI2 beta-arrestin recruitment, luminescence, 7a,25-OHC stimulated. AID 651636; in the data active = inhibition above about 38%;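 note: enzyme fragment complementation signal reports receptor beta-arrestin coupling in cells; 0% = agonist plus DMSO wells and 100% = wells without agonist; some results beyond the cut were filed as inactive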
Target sequence (P32249 whole entry, looked up, the tested form may be a part): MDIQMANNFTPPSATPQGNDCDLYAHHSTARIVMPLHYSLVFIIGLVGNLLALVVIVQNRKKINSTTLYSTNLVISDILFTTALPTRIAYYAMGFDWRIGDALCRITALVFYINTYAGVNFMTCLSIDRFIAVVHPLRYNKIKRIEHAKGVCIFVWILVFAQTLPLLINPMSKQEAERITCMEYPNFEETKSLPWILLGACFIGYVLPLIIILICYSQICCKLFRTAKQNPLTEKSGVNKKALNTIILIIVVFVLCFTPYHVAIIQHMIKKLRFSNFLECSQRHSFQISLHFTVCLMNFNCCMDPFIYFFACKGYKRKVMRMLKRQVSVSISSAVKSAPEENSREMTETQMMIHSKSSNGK
MPTP inh – inhibitors of mitochondrial permeability transition pore | isolated mouse mitochondria, Ca2+ swelling absorbance, 30 min | inhibition, % at 10 µM | 1.4% of 360,000 active | AID 602449;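 active = inhibition of 50% or more, scaled per plate between neutral and stimulator controls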;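 note: 0% = DMSO wells given calcium and 100% = 1 mM EGTA wells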
GRIN3A LBD mod – modulators (binders) of human NR3A ligand-binding domain | NR3A LBD differential scanning fluorimetry, Tm shift; 0% = protein alone, 100% = glycine-bound protein | Tm shift relative to glycine control, % at 25 µM | 2.5% of 340,000 active | AID 1259313;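 active = melting temperature shift of at least 10% of the positive control shift, at one fixed dose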
CXCR6 inh – blocks human CXCR6 beta-arrestin recruitment; O00574; 0.36% of 360,000 active; inhibition, % at 20 µM; CHO-K1 PathHunter CXCR6 beta-arrestin, luminescence; in the data active = inhibition above about 34%, passing the limit was not always enough;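 note: antagonist mode with CXCL16 agonist at 10 nM final; 0% = 10 nM CXCL16 with DMSO and 100% = unstimulated wells without agonist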
Target sequence (O00574 whole entry, looked up): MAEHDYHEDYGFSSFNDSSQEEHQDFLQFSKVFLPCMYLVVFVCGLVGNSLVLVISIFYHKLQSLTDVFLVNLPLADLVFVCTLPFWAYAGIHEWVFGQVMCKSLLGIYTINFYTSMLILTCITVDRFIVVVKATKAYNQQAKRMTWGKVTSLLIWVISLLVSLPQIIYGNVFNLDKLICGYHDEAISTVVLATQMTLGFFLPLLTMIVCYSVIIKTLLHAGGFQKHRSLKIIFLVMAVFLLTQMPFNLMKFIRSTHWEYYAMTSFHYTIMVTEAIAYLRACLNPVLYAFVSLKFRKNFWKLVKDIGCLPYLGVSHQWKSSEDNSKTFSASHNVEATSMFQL
Starred values were filed as active, the others as inactive; / = no result given.

SMILES	Gli-Sufu antag	APOBEC3A inh	CCR6 antag	APOBEC3G inh	EBI2 antag	MPTP inh	GRIN3A LBD mod	CXCR6 inh
Cc1cccc(CN2CCN(c3ccc(Cl)cc3)CC2)c1	-16	-4	1	-18	-1	2.2	0	-3
OC(CCNCCc1c[nH]c2ccccc12)C(F)(F)F (centres undefined)	6	2	5	0	-2	34	0	-9
CC(=O)N1CN2CN(C(C)=O)CC(C(=O)c3ccc([N+](=O)[O-])cc3)(C2)C1	-5	-2	5	-2	-10	-0.9	0	1
CCCC(C)n1[nH]c(=O)c2c1NC(=O)CSC2c1ccccc1 (centres undefined)	8	-8	6	-2	-1	0.6	0	-5
CN1CCN(c2ccc([N+](=O)[O-])c(NCc3ccco3)c2)CC1	17	5	9	1	-5	0.0	-1	6
COC(=O)C1=C(c2cccc(Cl)c2)C[C@@H]2CC[C@H]1N2C(=O)NCC1CC1	1	-1	6	-1	4	1.7	-2	1
COc1ccccc1/C=C1/C(=N/O)C2CCN1CC2	3	-3	-2	-5	-3	0.8	0	2
Cc1cccc(NP2(=O)NCCCN2)c1	-3	/	5	/	-13	1.2	-1	1
CC(C)=CCSc1nnc([C@@H](N)Cc2c[nH]c3ccccc23)o1	4	-4	-8	-7	-4	-1.5	1	0
CCCCn1c(NS(=O)(=O)c2ccc(C)cc2)c(C(=O)OCC)c2nc3ccccc3nc21	14	0	59*	-5	4	15	13*	-3
CCOC(=O)[C@]12Cc3cc(Cl)ccc3[C@H]1N(Cc1ccccc1)C(=O)c1ccccc12	-4	/	15	/	18	-0.1	3	16
Cc1cccnc1NC1=NCC(C)S1 (centres undefined)	-5	-2	3	-3	-9	-2.3	1	1
COC(=O)c1c(C)[nH]c(C(=O)C(C)[N+]23CCN(CC2)CC3)c1C (centres undefined)	6	-4	0	-12	8	-1.4	0	0
Cc1nc2ccccc2c(=O)n1-c1cccc([N+](=O)[O-])c1	5	-2	-1	-2	-5	-0.4	-2	6
O=C1NC(=O)C2(Cc3ccccc3N3CCCC32)C(=O)N1c1ccc(Cl)cc1 (centres undefined)	-1	-2	-2	-2	/	/	-5	/
NC(=Nc1ccccc1)NN=Cc1c[nH]c2ccccc12	16	/	3	/	-14	20	9	-4
C[C@]12CCC3C(CC[C@H]4C[C@H](O)CC[C@]34C)C1C[C@H](O)[C@H]2O (some centres undefined)	-2	/	6	/	-2	-1.8	-4	-8
COc1ccc(CCNCc2sccc2C)cc1	15	-5	14	3	-2	-0.6	1	0
CO[C@H]1CC=C2CCN3CCC4=C(CC(=O)OC4)[C@]23C1	-3	7	0	-2	-9	-0.4	-1	0
Cc1ccc(OCC(=O)N2CCCC(N3CCN(c4ccc(F)cc4)CC3)C2)cc1 (centres undefined)	10	-6	-3	-3	33	1.0	-8	3
O=C1CC(=O)N(c2ccc(Cl)cc2Cl)C(=O)N1	2	3	-8	1	-2	-2.2	2	2
COC(=O)Cn1cc(/C=C2\C(=O)NC(=O)N(c3ccccc3)C2=O)c2ccccc21	-5	-8	4	1	11	1.0	-2	-2
COCCN(C(=O)COC(=O)Cc1ccccc1)c1c(N)n(Cc2ccccc2)c(=O)[nH]c1=O	-5	-3	9	-6	-1	-1.3	-1	-3
Cn1c(=O)cc(OCC(=O)N2CCN(Cc3ccc4c(c3)OCO4)CC2)c2ccccc21	17	-1	10	-11	3	1.7	-2	-1
Nc1ccc2c(c1)oc1ccccc12	-16	0	-5	-5	-3	-1.4	0	3
O=C(Cc1ccccc1)Oc1ccc([N+](=O)[O-])cc1	-24	-7	17	-5	2	-0.4	-1	34
Cc1ccccc1CN1CCN(c2ccc(Cl)cc2)CC1	6	2	11	-2	-6	0.7	2	-2
CCC(=NC1CCN(Cc2ccccc2)CC1)c1c(O)[nH]c(=O)[nH]c1=O	16	0	12	-2	-1	0.7	0	2
CC1C(OC(=O)CCC(=O)NC(C)(C)CO)O[C@H]2OC3(C)CC[C@H]4[C@H](C)CCC1C24OO3 (some centres undefined)	85*	-2	-5	-2	-17	-0.1	1	-13
CN(C)CC1CSCCC1(O)c1ccc(Cl)cc1 (centres undefined)	-2	2	-3	2	-2	1.4	2	-2
CCCCCSc1cc(OC)c(CCN(C)C)cc1OC	6	-4	3	-7	1	84*	0	4
O=C1NC(=O)N(c2ccccc2)C(=O)/C1=C\c1ccccc1[N+](=O)[O-]	7	1	-2	2	-5	12	-5	-6
CCCOP(=O)(OCCC)C(NC(=O)c1ccccc1)=C(Cl)Cl	23	1	0	-1	5	0.8	0	-5
CCCCCn1c(=O)c(C(=O)Nc2ccccc2C)c(O)c2ccccc21	-12	-7	7	5	7	4.1	-1	-6
Nc1ccc2cc(Br)ccc2c1	-17	-2	-7	1	0	2.1	-2	-13
C[N+]1(C)[C@@H]2CC[C@H]1CC(OC(=O)C(CO)c1ccccc1)C2 (some centres undefined)	-7	0	5	-2	4	0.9	1	6
CNC(=S)N1CCN(CCN=Cc2c(O)n(-c3ccc(C)cc3)c(=S)[nH]c2=O)CC1	6	1	-4	-6	6	0.8	0	8
O=C(c1ccc(Cl)cc1)C1CCCN(Cc2ccc3c(c2)OCCO3)C1 (centres undefined)	10	-3	-9	-6	4	5.0	-2	10
Cc1ccc(-c2nc3ccc(Cl)cc3n2OC(=O)N(C)C)cc1	5	0	-1	0	5	-1.9	2	12
CN(C(=O)c1ccco1)C1(c2ccccc2Cl)CCCCC1=O (centres undefined)	3	-2	11	-4	1	-2.6	2	-4
CC12CN3CC(C)(CN(C1)C3c1ccco1)C2=O (centres undefined)	-5	0	3	-4	2	-0.6	-1	1
C/C(=N\N(C)c1ccccc1)c1c(O)[nH]c(=O)[nH]c1=O	13	-1	4	-7	-5	-2.6	0	3
O=c1c2ccccc2nc(-c2ccco2)n1-c1ccc(Br)cc1	8	-3	20	-3	4	1.3	0	18
CN1CCN(C(=O)COc2ccc(S(=O)(=O)N(C)Cc3ccccc3)cc2)CC1	-1	3	0	4	7	-0.5	0	-5
Cc1ccc(S(=O)(=O)N2CCCCC2)cc1NC(=O)CN1CC=C(c2ccccc2)CC1	13	0	11	-5	6	3.6	1	-2
CSc1nc(Cl)c(Br)c(N2CC2)n1	2	/	7	/	4	-1.7	-1	2
COC(=O)C1=C(c2ccc(OCc3ccccc3)cc2)C[C@@H]2CC[C@H]1N2C(=O)NCCCc1ccccc1	23	-2	30	-11	22	-0.4	-1	30
CN(C)/C=C1/C(=O)NC(=O)N(CCNc2ncc(C(F)(F)F)cc2Cl)C1=O	-2	1	-5	-1	-16	-1.3	-2	0
CCOP(=O)(CN(CC)CCNP(=O)(OCC)OCC)OCC	6	-5	3	-7	-8	-1.5	0	-1
COC(=O)CCCC(NC(=S)N1CC2C[C@@H](C1)Cn1c2cccc1=O)C(=O)OC (some centres undefined)	5	1	9	0	-2	0.3	2	-4
c1ccc(CC(NCc2ccco2)c2ccccc2)cc1 (centres undefined)	-1	-2	17	4	5	1.1	0	10
CCC(=NC(C)c1ccccc1)c1c(O)[nH]c(=O)[nH]c1=O (centres undefined)	6	2	-1	-6	-20	-1.2	-2	4
O=C(CN1CCCC1=O)N1CCOCC1	-2	1	6	2	-2	0.0	1	7
O=C1CC(=O)N(c2ccc(Cl)cc2)C(=O)N1	24	-1	1	-7	10	-1.0	-1	-2
O=C(c1cc(-c2ccccc2)nc2ccccc12)N1CCC2(CC1)OCCO2	-6	5	5	-6	-1	-1.4	1	-10
Cc1ccc(N2C(=O)NC(=O)/C(=C/c3ccc(-c4ccc(C(=O)O)c(Cl)c4)o3)C2=O)cc1	-5	34	1	9	2	4.6	-1	-2
CC(C)(C)n1cc(C(=O)c2ccccc2)cc1-c1ccccc1	5	1	20	-1	-16	-1.0	-10	-1
COc1ccccc1N(CC(=O)NC1CCCC1)C(=O)c1cnn(C(C)C)c1	-2	1	7	1	9	-0.5	-1	0
O=C1NC(=O)N(c2ccc3c(c2)OCO3)C(=O)/C1=C/c1cccs1	3	8	35	26	-5	2.7	0	23
COC(=O)[C@]1(C)C[C@H]1[C@H](NP(=O)(c1ccccc1)c1ccccc1)c1ccccc1	-13	-1	15	-10	1	-0.9	0	2

The last 4 compounds of the section before open the next one:
SMILES	Gli-Sufu antag	APOBEC3A inh	CCR6 antag	APOBEC3G inh	EBI2 antag	MPTP inh	GRIN3A LBD mod	CXCR6 inh
CC(C)(C)n1cc(C(=O)c2ccccc2)cc1-c1ccccc1	5	1	20	-1	-16	-1.0	-10	-1
COc1ccccc1N(CC(=O)NC1CCCC1)C(=O)c1cnn(C(C)C)c1	-2	1	7	1	9	-0.5	-1	0
O=C1NC(=O)N(c2ccc3c(c2)OCO3)C(=O)/C1=C/c1cccs1	3	8	35	26	-5	2.7	0	23
COC(=O)[C@]1(C)C[C@H]1[C@H](NP(=O)(c1ccccc1)c1ccccc1)c1ccccc1	-13	-1	15	-10	1	-0.9	0	2
CCc1cc2c(s1)NC(=O)CN=C2c1cccs1	-12	-1	-6	-11	-5	0.3	-1	0
COc1ccc2[nH]cc(CCN)c2c1	-2	-2	10	-5	11	-2.1	-4	-4
COc1cc2c(c(OC)c1OC)-c1ccc(C(=O)O)cc1[C@@H](NC(C)=O)CC2	-4	-2	4	-12	3	-0.7	-1	-3
CN1C(=O)C(=Cc2cn(CC(=O)N3CCCC3)c3ccccc23)C(=O)N(C)C1=O	-11	-3	2	-6	-4	-1.6	1	5
COc1ccc(Cn2c(O)c(/C=N/NC(=O)c3ccccc3)c(=O)[nH]c2=O)cc1	0	-5	38	-7	3	-1.8	-8	11
COc1cccc(C2=NOC(C(=O)N3CCC4(CC3)OCCO4)C2)c1 (centres undefined)	-41	0	2	-5	-3	-1.8	1	-1
COc1ccc(S(=O)(=O)N2CC3CC(C2)c2cccc(=O)n2C3)cc1 (centres undefined)	1	-2	-6	-5	-6	6.4	-1	17
CC1CCCCC1NC1CCN(C)CC1 (centres undefined)	1	-5	1	-4	2	0.1	4	3
CCOC(=O)C(O)(c1ccc(NC(=O)c2ccc(Cl)c(Cl)c2)cc1)C(F)(F)F (centres undefined)	-12	-3	6	-10	25	36	11*	-2
Cc1ccc(S(=O)(=O)N(c2cc(Cl)c(O)c(Cl)c2)P(=O)(OC(C)C)OC(C)C)cc1	-3	0	9	-9	-12	-3.0	-1	-3
CC1CCN(CC#CCOc2ccc(Cl)cc2)CC1	8	-5	14	-4	5	0.2	-1	2
CC(C)CCn1c(N)c(C(=O)OCC2CCCO2)c2nc3ccccc3nc21 (centres undefined)	-1	1	14	0	7	-15	-1	23
CC1CCC(C(C)C)C(OC(=O)COC(=O)c2ccccc2N)C1 (centres undefined)	6	-3	25	-7	2	-14	-22	-3
NC(N)=Nc1ccc2[nH]c3c(c2c1)C[C@@]1(O)[C@H]2Cc4ccc(O)c5c4[C@@]1(CCN2CC1CC1)[C@H]3O5	-7	16	6	84*	7	13	1	6
CCN1CCN(Cc2cc(Br)cc(Br)c2O)CC1	6	0	4	-4	-7	0.3	1	8
C[C@H](O)[C@H]1CC[C@H]2[C@@H]3CCC4=CC(=O)CC[C@]4(C)[C@H]3CC[C@]12C	2	-4	2	-3	12	0.0	1	-2
Cc1nc2ccccc2c(=O)n1-c1cccnc1	-21	-2	-6	-10	-11	0.5	-1	-4
CCNC(=S)NCCC1=c2ccccc2=N/C1=C\c1c(O)n(C)c(=O)n(C)c1=O	5	-3	0	10	4	3.1	4	-5

Pulled by structure from above (three):
SMILES	Gli-Sufu antag	APOBEC3A inh	CCR6 antag	APOBEC3G inh	EBI2 antag	MPTP inh	GRIN3A LBD mod	CXCR6 inh
CSc1nc(Cl)c(Br)c(N2CC2)n1	2	/	7	/	4	-1.7	-1	2
OC(CCNCCc1c[nH]c2ccccc12)C(F)(F)F (centres undefined)	6	2	5	0	-2	34	0	-9
CN1CCN(c2ccc([N+](=O)[O-])c(NCc3ccco3)c2)CC1	17	5	9	1	-5	0.0	-1	6

High-throughput results (PubChem BioAssay)

This is a subset. The share of hits here may be higher or lower than overall.
